DRD3 antagonist: blocks the human D3 dopamine receptor | AID 652054 | 360,000 compounds, 2.5% hits | P35462 | max response, negative = inhibition, % | D3R cells, DiscoveRx beta-arrestin luminescence, antagonist mode; hits give low values; in the data active = max response below about -50%; also: % is scaled to controls: 0 for no effect and ±100 for the full control effect; mostly tested at two doses, the higher about 12 µM
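Cells plated overnight at 1500 cells/well, then exposed to library compounds with dopamine controls for 90 minutes at 37 degrees C. DiscoveRx reagent added for 30–60 minutes at room temperature; luminescence read, quantitative HTS format.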
PTHR1 ag: activates the human parathyroid hormone receptor PTHR1; HEK293 GP2 PTHR1 cells, GloSensor cAMP luminescence, 1 h; Potency, µM (titrated, usually from 115 µM), for inactives: top-dose activation, hits mostly activators; 410,000 compounds, 0.075% hits; also: potency is read from the fitted curve at half-maximal effect; nearly all actives have a fitted effect of over 55% in size; some results filed as inactive show a strong effect at the top dose; inactives centre near -15; many of its hits are not listed in these tables
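HEK-293-derived GP2 cells expressing PTHR1 and a GloSensor cAMP reporter, 3,000/well, plated overnight, given luciferin plus IBMX (each 0.5 mM as added) for 1 h at 37 °C, then compound for 1 h at 37 °C. Luminescence was read after 15 min at room temperature.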
pAkt inh: inhibitors of Akt phosphorylation | Neuro2A IGF-stimulated pAkt S473 HTRF, 20 min; hits give low values | activity change, % for hits at 50 µM | 360,000 compounds, 0.32% hits; in the data active = activity change below about -80%; also: % is scaled to controls: 0 for no effect and ±100 for the full control effect
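Neuro2A cells (4,500/well, DMEM with 0.5% FBS) were treated with compound at a single 50 µM final concentration, stimulated with 6 nM IGF for 20 min at 37 °C, and lysed. Phospho-Akt Ser473 was read by HTRF as 665/615 ratio ×10^4.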
Mm-Cpn inhibitor: blocks the Methanococcus maripaludis chaperonin Mm-Cpn. purified Mm-Cpn ATPase, ADP Transcreener TR-FRET. 330,000 compounds, 0.031% hits. Potency, µM (titrated, usually from 76.9 µM), inactives show at the top dose activity, negative = inhibition, actives largely listed as inhibitors; also: potency is read from the fitted curve at half-maximal effect; % is scaled to controls: 0 for no effect and ±100 for the full control effect; nearly all actives have a fitted effect of over 80% in size
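25 nM Mm-CPN + cpd, 10 min 37°C; + 10 uM ATP, 30 min 37°C; buffer 30 mM Tris pH 7.4, 100 mM KCl, 5 mM MgCl2, 1 mM DTT; Transcreener ADP HTRF detection 30 min RT.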
CCT modulator: cytosolic chaperonin activity modulation; purified chaperonin ATPase assay, HTRF ADP detection, 30 min; activity change, % (concentration not given with the values), hits read low; 360,000 compounds, 0.3% hits; in the data active = activity change below about -30%; also: % is scaled to controls: 0 for no effect and ±100 for the full control effect
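Nucleotide hydrolysis assay: TRiC at 20–40 nM final (set by batch activity) with 10 uM ATP, 30 min at 37 °C, in presence of 76 uM compound. Detection by competitive ADP HTRF, 30 min ambient.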
EPAC2 ag: EPAC2 (human) agonism; 360,000 compounds, 0.079% hits; EPAC2 activation, biochemical qHTS; response scale: 100% = 6.5 mM cAMP response; AID 720711; Q8WZA2; Potency, µM (highest dose often 154 µM), without a hit: at the highest dose activation, hits mostly activators; also: potency is read from the fitted curve at half-maximal effect; nearly all actives have a fitted effect of over 50% in size
Target sequence (Q8WZA2 whole entry, looked up): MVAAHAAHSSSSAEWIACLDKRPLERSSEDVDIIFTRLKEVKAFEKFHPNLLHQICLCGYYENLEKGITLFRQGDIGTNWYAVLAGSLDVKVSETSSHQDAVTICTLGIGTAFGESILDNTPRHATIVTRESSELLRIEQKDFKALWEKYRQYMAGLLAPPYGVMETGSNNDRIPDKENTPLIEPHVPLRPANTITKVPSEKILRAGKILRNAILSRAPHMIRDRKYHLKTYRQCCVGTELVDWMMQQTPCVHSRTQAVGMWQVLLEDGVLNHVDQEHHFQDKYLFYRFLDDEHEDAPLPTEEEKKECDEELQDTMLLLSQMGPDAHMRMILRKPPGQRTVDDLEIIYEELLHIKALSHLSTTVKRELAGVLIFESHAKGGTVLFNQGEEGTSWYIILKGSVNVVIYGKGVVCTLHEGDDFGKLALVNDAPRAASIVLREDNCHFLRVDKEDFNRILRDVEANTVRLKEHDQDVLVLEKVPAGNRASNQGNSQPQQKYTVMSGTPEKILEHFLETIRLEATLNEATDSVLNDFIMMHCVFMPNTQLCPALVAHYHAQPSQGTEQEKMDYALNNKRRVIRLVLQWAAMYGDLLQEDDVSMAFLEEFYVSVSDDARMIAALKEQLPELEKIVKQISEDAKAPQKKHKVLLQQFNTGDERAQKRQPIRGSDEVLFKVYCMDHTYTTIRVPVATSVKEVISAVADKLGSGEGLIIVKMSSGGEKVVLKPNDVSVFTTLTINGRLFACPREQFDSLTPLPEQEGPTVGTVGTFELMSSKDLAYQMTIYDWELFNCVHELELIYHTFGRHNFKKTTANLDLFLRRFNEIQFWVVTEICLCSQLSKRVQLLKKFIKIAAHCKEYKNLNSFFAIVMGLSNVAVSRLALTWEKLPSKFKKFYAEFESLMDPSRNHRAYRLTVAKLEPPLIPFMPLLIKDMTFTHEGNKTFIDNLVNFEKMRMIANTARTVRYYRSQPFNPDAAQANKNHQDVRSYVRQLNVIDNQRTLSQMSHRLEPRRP
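Fluorescence exchange assay: 100 nM EPAC2 with 250 nM RAP1B-BODIPY-GDP and 50 uM GDP; compounds tested as a concentration-titration series (qHTS). Loss of Rap1-bound BODIPY-GDP fluorescence read at 480/540 nm; data normalized to 6.5 mM cAMP.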
DRD3 agonist: activates the human D3 dopamine receptor; P35462; max activation, %; 410,000 compounds, 0.58% hits; D3R DiscoveRx beta-arrestin cells, luminescence, 90 min; in the data active = max activation above about 30%; also: 0% is about no effect; mostly tested at two doses, the higher about 12 µM
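Cells at 1500/well, incubated overnight, then treated with pinned compounds (dopamine as control) for 90 min at 37 degrees C. DiscoveRx reagent added for 30 - 60 minutes at room temperature; luminescence read.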
EPAC2 antag: blocks human EPAC2 exchange factor | Potency, µM (series often up to 114 µM), inactives show top-dose activity, negative = inhibition, usual class: inhibitors | EPAC2 GEF exchange of Rap1B-BODIPY-GDP, fluorescence | AID 720708 | 360,000 compounds, 0.18% hits; also: potency is read from the fitted curve at half-maximal effect; % is scaled to controls: 0 for no effect and ±100 for the full control effect; nearly all actives have a fitted effect of over 45% in size; many of its hits are not listed in these tables
Active calls of the source: *; [ ] = remark or other dose. Unless noted, calls follow the shape of the dose curve; as a rule, active = well fitted curve in the direction sought with a large enough effect; inconclusive = small, poorly fitted or top-dose-only effect, or another doubt; inactive = no such curve, though single readings can be large; an effect the other way counts as inactive or inconclusive.

CN(C)CC1CCCCC1OC(=O)c1ccc(Br)cc1 (stereo not drawn) was read as DRD3 antagonist -4, PTHR1 ag inactive, pAkt inh inactive, Mm-Cpn inhibitor 0%, CCT modulator 1.1, EPAC2 ag -1%, DRD3 agonist -13 and EPAC2 antag 1%.
For O=C(CCc1nnc(-c2ccccc2)o1)c1ccc(Cl)cc1 the results were DRD3 antagonist -15, PTHR1 ag inactive, pAkt inh inactive, Mm-Cpn inhibitor 0%, CCT modulator 0.0, EPAC2 ag 3%, DRD3 agonist 11 and EPAC2 antag 40%[activator].
`O=C(N/N=C/C=N/NC(=O)c1ccco1)c1ccco1` gave DRD3 antagonist -11, PTHR1 ag inactive, pAkt inh inactive, Mm-Cpn inhibitor -4%, CCT modulator -1.4, EPAC2 ag 5%, DRD3 agonist 2 and EPAC2 antag -2%.
Screening O=C(CN1CCN(c2ccc(O)cc2)CC1)Nc1ccc2c(c1)OCCO2 returned DRD3 antagonist 4, PTHR1 ag -2%, pAkt inh inactive, Mm-Cpn inhibitor -4%, CCT modulator 0.4, EPAC2 ag 2%, DRD3 agonist 30* and EPAC2 antag 1%.
Nc1nc(SCC(=O)N2CCCc3ccccc32)n(-c2ccccc2)n1 was read as DRD3 antagonist 1, PTHR1 ag inactive, pAkt inh inactive, Mm-Cpn inhibitor 1%, CCT modulator 0.9, EPAC2 ag 2%, DRD3 agonist 12 and EPAC2 antag -17%.
`CCCCCCCC[n+]1cccc2c3ccccc3ccc21` gave DRD3 antagonist 17, PTHR1 ag -32%, pAkt inh inactive, Mm-Cpn inhibitor -3%, CCT modulator -0.9, EPAC2 ag 0%, DRD3 agonist 0 and EPAC2 antag 16%.
`Cc1csc(=S)n1-c1ccccc1` gave DRD3 antagonist 29, PTHR1 ag inactive, pAkt inh inactive, Mm-Cpn inhibitor -3%, CCT modulator -7.2, EPAC2 ag 6%, DRD3 agonist 3 and EPAC2 antag -3%.
Screening CCCc1cc(=O)[nH]c(/N=C(/NC(=O)c2ccccc2)Nc2ccc3c(c2)OCCO3)n1 returned DRD3 antagonist 17, PTHR1 ag inactive, pAkt inh inactive, CCT modulator 0.4, EPAC2 ag -10%, DRD3 agonist -3 and EPAC2 antag 23%.
O=C(NC1=NCCS1)c1ccc(OCC2CCCO2)cc1 (stereo not drawn) was read as DRD3 antagonist 13, PTHR1 ag -53%[inhibitor][57.5 µM], pAkt inh inactive, Mm-Cpn inhibitor 2%, CCT modulator -0.7, EPAC2 ag 8%, DRD3 agonist 0 and EPAC2 antag -1%.
O=C(Cn1nc(C(=O)O)c2ccccc2c1=O)c1cc(F)ccc1F was read as DRD3 antagonist 9, PTHR1 ag -23%, pAkt inh inactive, Mm-Cpn inhibitor 1%, CCT modulator -0.3, EPAC2 ag 2%, DRD3 agonist 9 and EPAC2 antag 12%.
For CN1CCN(CCCNC(=O)c2ccc(CS(=O)(=O)c3ccc(Br)cc3)o2)CC1 the results were DRD3 antagonist 10, PTHR1 ag -19%, pAkt inh inactive, Mm-Cpn inhibitor 1%, CCT modulator -1.4, EPAC2 ag 8%, DRD3 agonist 4 and EPAC2 antag -5%.
CC1Cc2ccccc2N1C(=O)COc1cccc(-n2cnnn2)c1 (stereo not drawn) was read as DRD3 antagonist 9, PTHR1 ag -24%, pAkt inh inactive, Mm-Cpn inhibitor 0%, CCT modulator -0.5, EPAC2 ag 10%, DRD3 agonist -5 and EPAC2 antag -2%.
Screening CC1=CC2(C#N)C3(N=C(N)C2(C#N)C(c2ccccc2)N1)OCCO3 (stereo not drawn) returned DRD3 antagonist 2, PTHR1 ag 11%[57.5 µM], pAkt inh inactive, Mm-Cpn inhibitor 3%, CCT modulator -9.5, EPAC2 ag 14%, DRD3 agonist 4 and EPAC2 antag -8%.
For CC(C(=O)OCC(=O)Nc1ccc(S(=O)(=O)N2CCCCC2)cc1)N1C(=O)c2ccccc2C1=O (stereo not drawn) the results were DRD3 antagonist -8, PTHR1 ag -69%[inhibitor], pAkt inh inactive, Mm-Cpn inhibitor 1%, CCT modulator -0.7, EPAC2 ag 9%, DRD3 agonist -11 and EPAC2 antag -3%.
For Cc1ccccc1NC(=O)CSc1nnc(-c2ccoc2C)n1CCc1ccccc1 the results were DRD3 antagonist -23, PTHR1 ag -32%[inhibitor], pAkt inh inactive, Mm-Cpn inhibitor 1%, CCT modulator 0.0, EPAC2 ag -6%, DRD3 agonist -4 and EPAC2 antag -2%.
For Cc1nc2ncccn2c1-c1csc(Nc2ccc(O)cc2)n1 the results were DRD3 antagonist 23, PTHR1 ag -25%, pAkt inh inactive, Mm-Cpn inhibitor -8%, CCT modulator -0.7, EPAC2 ag 1%, DRD3 agonist -3 and EPAC2 antag 16%.
For Cc1nnc(-c2ccccc2)nc1N(C)C the results were DRD3 antagonist 6, PTHR1 ag inactive, pAkt inh inactive, Mm-Cpn inhibitor 2%, CCT modulator -0.7, EPAC2 ag 2%, DRD3 agonist 9 and EPAC2 antag 6%.
O=C(NNC(=O)c1cccc2ccccc12)c1cccc(Cl)c1 was read as DRD3 antagonist 0, PTHR1 ag -35%[inhibitor], pAkt inh inactive, CCT modulator -8.4, EPAC2 ag 7%, DRD3 agonist -1 and EPAC2 antag 9%.
For CCCCNC(=O)c1nc(-c2ccccc2)oc1-c1ccc(Cl)cc1 the results were DRD3 antagonist 5, PTHR1 ag inactive, pAkt inh inactive, EPAC2 ag 7%, DRD3 agonist -2 and EPAC2 antag -4%.
N#Cc1ccc(S(=O)(=O)NCC(=O)OCC(=O)NCCc2ccccc2)cc1 was read as DRD3 antagonist 1, PTHR1 ag inactive, pAkt inh inactive, Mm-Cpn inhibitor -1%, CCT modulator -18, EPAC2 ag 11%, DRD3 agonist -5 and EPAC2 antag -13%.
CC(=O)N/C(=N\c1nc(C)cc(C)n1)Nc1ccc2ccccc2c1 was read as DRD3 antagonist -4, PTHR1 ag inactive, pAkt inh inactive, Mm-Cpn inhibitor 0%, CCT modulator -2.8, EPAC2 ag 2%, DRD3 agonist -2 and EPAC2 antag 17%.
For CC(C)NC(=O)c1onc(CSc2cccc(Cl)c2)c1C(=O)O the results were DRD3 antagonist 10, PTHR1 ag -56%[inhibitor], pAkt inh inactive, Mm-Cpn inhibitor -2%, CCT modulator 0.7, EPAC2 ag 4%, DRD3 agonist 2 and EPAC2 antag 14%.
Screening CCOC1=C2[C@H](c3ccccc3F)N(S(=O)(=O)c3ccc(C)cc3)C[C@H]2n2c(=O)n(-c3ccccc3)c(=O)n2C1 returned DRD3 antagonist 0, PTHR1 ag -2%, pAkt inh inactive, CCT modulator -1.0, EPAC2 ag -6%, DRD3 agonist -3 and EPAC2 antag 5%.
Cc1cc(C(=O)CSc2nc3ccc(Cl)cc3[nH]2)c(C)n1C was read as DRD3 antagonist -6, PTHR1 ag inactive, pAkt inh inactive, Mm-Cpn inhibitor 0%, CCT modulator -1.2, EPAC2 ag 9%, DRD3 agonist 33* and EPAC2 antag -2%.
Screening O=c1[nH]c2c(c3c1CCCC3)CCCC2 returned DRD3 antagonist 13, PTHR1 ag -8%[57.5 µM], pAkt inh inactive, Mm-Cpn inhibitor -2%, CCT modulator 2.6, EPAC2 ag -4%, DRD3 agonist 14 and EPAC2 antag 9%.
Screening Cc1c(C(=O)N2CCCCC2CCN2CCCC2=O)oc2c(F)cccc12 (stereo not drawn) returned DRD3 antagonist -26, PTHR1 ag -5%, pAkt inh inactive, Mm-Cpn inhibitor 0%, CCT modulator -2.1, EPAC2 ag 8%, DRD3 agonist 1 and EPAC2 antag -1%.
Screening CCOC(=O)CSC1=C(C#N)C(c2ccc(OC)cc2)C2=C(CC(C)(C)CC2=O)N1 (stereo not drawn) returned DRD3 antagonist -1, PTHR1 ag -20%[57.5 µM], pAkt inh inactive, Mm-Cpn inhibitor -5%, CCT modulator -2.5, EPAC2 ag 5%, DRD3 agonist -13 and EPAC2 antag -9%.
For CCCn1c(C(Cc2ccccc2)NC(=O)COC)nc2ccccc21 (stereo not drawn) the results were DRD3 antagonist 14, PTHR1 ag -21%, pAkt inh inactive, Mm-Cpn inhibitor 0%, CCT modulator 0.9, EPAC2 ag -2%, DRD3 agonist 3 and EPAC2 antag -12%.
CCOCCCNC(=O)/C=C1\Sc2ccccc2N(Cc2ccccc2F)C1=O was read as DRD3 antagonist -11, PTHR1 ag inactive, pAkt inh inactive, Mm-Cpn inhibitor 1%, CCT modulator -2.6, EPAC2 ag -3%, DRD3 agonist 5 and EPAC2 antag -22%.
`COc1cccc(-c2cc(C(=O)N3N=C(C)CC3(O)C(F)F)c3ccccc3n2)c1` (stereo not drawn) gave DRD3 antagonist -12, PTHR1 ag -42%[inhibitor], pAkt inh inactive, Mm-Cpn inhibitor -2%, CCT modulator -3.0, EPAC2 ag 16%, DRD3 agonist -11 and EPAC2 antag -9%.
For COc1ccccc1N1CCN(S(=O)(=O)CCNC(=O)COc2ccccc2)CC1 the results were DRD3 antagonist -6, PTHR1 ag -36%[inhibitor], pAkt inh inactive, CCT modulator 0.7, EPAC2 ag 4%, DRD3 agonist -1 and EPAC2 antag 1%.
Screening OCCN(CC#CC(O)(c1ccccc1)C1CCCCC1)CCO (stereo not drawn) returned DRD3 antagonist 0, PTHR1 ag 0%, pAkt inh inactive, Mm-Cpn inhibitor 1%, CCT modulator -0.3, EPAC2 ag 6%, DRD3 agonist -3 and EPAC2 antag 1%.
Screening CC(C)(C)SCCNC(=O)CN1C(=O)c2cccc3cccc1c23 returned DRD3 antagonist -2, PTHR1 ag -9%, pAkt inh inactive, Mm-Cpn inhibitor -1%, CCT modulator -0.5, EPAC2 ag -5%, DRD3 agonist 0 and EPAC2 antag 0%.

Arranged by count of non-hydrogen atoms (ascending): some entries from above.
Screening O=c1[nH]c2c(c3c1CCCC3)CCCC2 returned DRD3 antagonist 13, PTHR1 ag -8%[57.5 µM], pAkt inh inactive, Mm-Cpn inhibitor -2%, CCT modulator 2.6, EPAC2 ag -4%, DRD3 agonist 14 and EPAC2 antag 9%.
For CC(C)NC(=O)c1onc(CSc2cccc(Cl)c2)c1C(=O)O the results were DRD3 antagonist 10, PTHR1 ag -56%[inhibitor], pAkt inh inactive, Mm-Cpn inhibitor -2%, CCT modulator 0.7, EPAC2 ag 4%, DRD3 agonist 2 and EPAC2 antag 14%.
`COc1cccc(-c2cc(C(=O)N3N=C(C)CC3(O)C(F)F)c3ccccc3n2)c1` (stereo not drawn) gave DRD3 antagonist -12, PTHR1 ag -42%[inhibitor], pAkt inh inactive, Mm-Cpn inhibitor -2%, CCT modulator -3.0, EPAC2 ag 16%, DRD3 agonist -11 and EPAC2 antag -9%.

Source: PubChem BioAssay (National Center for Advancing Translational Sciences (NCATS))

An excerpt (hit frequency here may not be typical).
